Compound activity: PubChem, several laboratories
GDH-TPI inh – GDH-TPI coupling enzyme inhibitors, primary screen, artefact control for M. tuberculosis FBA inhibitor project, biochemical, absorbance, full deck; GDH-TPI coupled enzyme counterscreen, NADH absorbance; inhibition, % at 4.8 µM; 360,000 compounds, 1.2% hits; AID 588335, 2011;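 further: 0% = DMSO wells and 100% = wells lacking the enzyme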
FadD28 binding – inhibitors of FadD28 bisubstrate probe binding, primary screen, biochemical, fluorescence polarization, single point | inhibition, % at 12.5 µM | 360,000 compounds, 0.22% hits | Mycobacterium tuberculosis FadD28 fatty-acid-AMP ligase; in the data active means inhibition above about 8.5%, passing the limit was not always enough; inconclusive means no clear call, values can overlap the other calls
PrPC TRFRET – inhibitors of human cell surface prion protein PrPC, primary screen, cell-based, TR-FRET; 370,000 compounds, 0.43% hits; Major prion protein (Homo sapiens), P04156; AID 720596, 2013; inhibition, % at 13.8 µM; TR-FRET read-out; in the data active means inhibition above about 24%; further: 0% = median of the test wells and 100% = reference compound wells
CCHFV vOTU inh – CCHFV vOTU protease inhibitors, primary screen, biochemical, Pep-AMC substrate, fluorescence. Crimean-Congo hemorrhagic fever virus L polyprotein viral ovarian tumor (vOTU) protease …. inhibition, % at 11.5 µM. 370,000 compounds, 0.55% hits; further: 0% = vehicle wells with enzyme and 100% = no enzyme wells
BoNT F protease – BoNT/F light chain protease inhibitors, primary screen, biochemical, flow cytometry, MLPCN library. Botulinum neurotoxin type F light chain protease (Clostridium botulinum). Multiplex microsphere protease cleavage assay. inhibition, % at 10 µM. 360,000 compounds, 0.22% hits. AID 588497, 2011; in the data active means inhibition above about 35%, passing the limit was not always enough; inconclusive means no clear call, values can overlap the other calls; further: plate controls were buffer without enzyme for full effect and enzyme alone for no effect
Mtb FBA inh – Mtb FBA enzyme inhibitors, primary screen, biochemical, fluorescence, strain H37Rv. purified M. tuberculosis FBA, fluorescence read-out. inhibition, % at 1 µM. 360,000 compounds, 2.3% hits. AID 588726, 2011; in the data active means inhibition above about 27%;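 further: 0% = vehicle and 100% = reference inhibitor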
Target sequence (P9WQA3 whole entry, looked up): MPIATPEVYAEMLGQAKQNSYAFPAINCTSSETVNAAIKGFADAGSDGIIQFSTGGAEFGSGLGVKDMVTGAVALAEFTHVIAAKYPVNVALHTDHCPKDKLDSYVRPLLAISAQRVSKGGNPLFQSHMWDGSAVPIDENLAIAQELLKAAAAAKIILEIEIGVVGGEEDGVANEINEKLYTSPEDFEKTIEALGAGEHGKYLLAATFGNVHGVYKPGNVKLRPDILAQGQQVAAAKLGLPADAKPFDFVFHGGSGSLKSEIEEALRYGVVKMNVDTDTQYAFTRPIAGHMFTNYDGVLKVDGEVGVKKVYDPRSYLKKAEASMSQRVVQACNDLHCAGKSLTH
UGM FP inh – M. tuberculosis UGM enzyme inhibitors, primary screen, biochemical, fluorescence polarization, single point. 320,000 compounds, 0.06% hits. UDP-galactopyranose mutase (Mycobacterium tuberculosis (strain ATCC 25618 / H37Rv)), …. inhibition, % at 10 µM. AID 504406, 2011. purified UGM, fluorescence polarization probe displacement; in the data active means inhibition above about 10%, passing the limit was not always enough; inconclusive means no clear call, values can overlap the other calls
Target sequence (P9WIQ1 whole entry, looked up): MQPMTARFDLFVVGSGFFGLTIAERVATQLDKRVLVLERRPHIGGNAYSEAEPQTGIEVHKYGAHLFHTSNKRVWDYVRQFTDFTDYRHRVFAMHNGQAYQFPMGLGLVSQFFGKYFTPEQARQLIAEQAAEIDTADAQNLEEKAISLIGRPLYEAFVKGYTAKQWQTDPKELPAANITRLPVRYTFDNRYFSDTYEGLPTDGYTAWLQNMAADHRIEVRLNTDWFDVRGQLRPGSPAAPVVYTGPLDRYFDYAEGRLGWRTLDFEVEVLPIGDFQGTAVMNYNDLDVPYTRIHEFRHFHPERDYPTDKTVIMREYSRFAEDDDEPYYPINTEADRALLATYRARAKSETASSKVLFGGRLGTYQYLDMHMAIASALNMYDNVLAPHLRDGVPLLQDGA
Mtb BioA inh – M. tuberculosis BioA enzyme inhibitors, primary screen, biochemical, plate reader, single point, HTS. purified M. tuberculosis BioA enzyme. inhibition, % at 9.99 µM. 360,000 compounds, 0.096% hits; in the data active means inhibition above about 40%; inconclusive means no clear call, values can overlap the other calls
BoNT-A LC inh2 – BoNT/A light chain protease inhibitors, primary screen, biochemical, flow cytometry, MLPCN library; Botulinum neurotoxin type A light chain protease (Clostridium botulinum A str. ATCC 3502); multiplex microsphere protease substrate cleavage; 360,000 compounds, 0.17% hits; AID 588499, 2011; inhibition, % at 10 µM; in the data active means inhibition above about 30%; inconclusive means no clear call, values can overlap the other calls; further: plate controls were buffer without enzyme for full effect and enzyme alone for no effect
An asterisk follows results filed as active; ? = inconclusive; / = not tested or not shown. Unless noted, no stated cut-off is given here; in the data, active means inhibition above about 30%; inactive means the rest.

SMILES	GDH-TPI inh	FadD28 binding	PrPC TRFRET	CCHFV vOTU inh	BoNT F protease	Mtb FBA inh	UGM FP inh	Mtb BioA inh	BoNT-A LC inh2
COc1ccc(C(=O)C2CCCN(C(=O)COc3ccc(C(C)=O)cc3)C2)cc1F (configuration not stated)	-8	-5.2	2	-14	-3	0	-0.5	/	-0.1
CCOc1ccc(N(CC(=O)NCC2CCCO2)S(=O)(=O)c2ccc(Cl)cc2)cc1 (configuration not stated)	2	0.4	-2	-3	2	0	1.5	-2.7	0.3
Cc1ccc2cc(NC(=O)CC(CC(=O)O)c3ccccc3)ccc2n1 (configuration not stated)	-6	/	0	-9	-1	6	0.7	0.9	0.7
CC(C)(C)c1ccc(C(=O)Nc2ccc(Cl)cc2)cc1	10	-2.8	-2	-14	14	1	0.5	/	1.6
COc1cccc(N2CCN(C(=O)c3c(C)nn(-c4ccccc4)c3C)CC2)c1	5	-0.9	1	7	4	-1	0.7	-3.0	-0.2
C#CCSc1nnc(-c2ccc(OC)cc2)o1	4	0.1	6	13	11	1	-0.5	16	0.3
CC(C)C(=O)NNc1nc2ccccc2s1	-1	-4.3	-5	6	5	1	-2.4	2.4	0.0
COc1ccc(CC(=O)NNC2=Nc3cccc4cccc2c34)cc1OC	9	-4.9	-1	-4	5	-5	-0.4	/	-0.2
Nc1ncc2c(n1)CCN(c1ccc([N+](=O)[O-])cc1)C2	-6	1.9	-32	-1	28	-3	2.6	12	2.3
O=C(CCc1nnc(-c2ccc3c(c2)OCO3)o1)NCCc1ccccc1F	2	-0.3	3	12	-2	2	-1.3	-1.1	0.3
CC1CCC(NC(=O)CCCCn2c(=O)[nH]c3ccsc3c2=O)CC1 (configuration not stated)	2	-1.1	-3	1	-4	6	4.1	-4.2	-0.8
Cc1cc(-c2ccccc2)n2ncc(C#N)c2n1	25	-1.1	4	-31	6	55*	5.2	0.5	0.8
COc1ccc(/C=C2\Sc3ccc(C(=O)NCCN4CCCCCC4)cc3N(C)C2=O)cc1	12	-24	-11	16	-12	2	1.2	-0.1	0.1
O=C(OCC1OC(n2cnc3c(N(C(=O)c4ccccc4)C(=O)c4ccccc4)ncnc32)C(O)C1F)c1ccccc1 (configuration not stated)	0	-3.6	/	/	-7	0	/	0.8	-3.7
O=C(c1ccco1)N1CCN(C2CN(CCc3ccccc3)S(=O)(=O)C2)CC1 (configuration not stated)	/	-2.3	3	-2	8	4	/	1.8	-0.3
CC1(C(=O)Nc2ccccc2)Cc2c(-c3cccc(C(F)(F)F)c3)ccnc2O1 (configuration not stated)	2	-1.7	-5	4	-5	-2	/	-0.9	0.2
CN(Cc1c(C(=O)N/N=C/c2c(F)cccc2Cl)nnn1-c1nonc1N)c1ccccc1	4	-7.4	-3	7	-9	-4	3.6	-0.7	-1.2
CCOc1ccc(NC(=O)COC(=O)Cn2cnnn2)cc1OCC	-5	-2.1	/	/	-3	0	-2.8	-0.4	-0.1
Oc1cccc(-c2sc3ccccc3c2-c2ccc(OCCN3CCCCC3)cc2)c1	/	/	1	-7	-6	/	/	/	0.5
Cc1nc(SCC(=O)Nc2c(C)n(C)n(-c3ccccc3)c2=O)c(C#N)c(C)c1C	11	/	-1	-15	0	5	-0.8	1.3	1.7
COc1ccc(NC(=O)CN(C)CC(=O)Nc2ccc(Cl)cc2F)cc1	-1	-1.1	2	-17	-3	1	2.5	/	-1.1
COc1cccc(C2c3c(oc4ccccc4c3=O)C(=O)N2CCCN(C)C)c1OC (configuration not stated)	3	0.0	2	4	3	4	-1.3	1.8	-0.2
CCOc1ccc(CN2CCNC(=O)C2CC(=O)NCC2CCOCC2)cc1 (configuration not stated)	-3	-2.7	-8	-1	-2	0	-2.9	-1.0	1.4
COc1ccccc1C(=O)Nc1ccc2c(c1)n(C)c(=O)n2C	-6	-0.4	5	-11	?	2	-0.7	7.9	0.9
COc1ccc(OC)c(S(=O)(=O)Nc2c(NC3CCCCC3)c3ccccc3oc2=O)c1	7	-3.0	/	/	2	9	-2.2	-1.8	1.4
O=C(C1CC1)N1CCc2cc(Br)cc(S(=O)(=O)N3CCCCCC3)c21	-5	-8.5	-4	-7	-2	2	3.1	/	-0.4
COc1ccc(/C=C/C(=O)Nc2ccc3c(c2)OCCO3)cc1OC	33*	-2.5	-5	1	7	-6	-1.2	0.6	0.9
CCN1C(=O)N[C@@H](CCc2ccccc2)C(C(C)=O)=C1C	0	-3.3	1	1	-3	-7	-0.1	-1.1	0.0
Cc1cc(-n2c(C)cc(C(=O)CSc3nnnn3-c3ccc(Cl)cc3)c2C)no1	12	-3.4	10	-5	-2	-2	/	/	0.6
COc1ccccc1NC(=S)NC(NC(=O)c1ccco1)C(Cl)(Cl)Cl (configuration not stated)	12	-2.7	0	-26	-2	2	-1.1	/	-0.3

Quoted at random: five records from the list
SMILES	GDH-TPI inh	FadD28 binding	PrPC TRFRET	CCHFV vOTU inh	BoNT F protease	Mtb FBA inh	UGM FP inh	Mtb BioA inh	BoNT-A LC inh2
COc1cccc(C2c3c(oc4ccccc4c3=O)C(=O)N2CCCN(C)C)c1OC (configuration not stated)	3	0.0	2	4	3	4	-1.3	1.8	-0.2
CCOc1ccc(NC(=O)COC(=O)Cn2cnnn2)cc1OCC	-5	-2.1	/	/	-3	0	-2.8	-0.4	-0.1
Cc1cc(-n2c(C)cc(C(=O)CSc3nnnn3-c3ccc(Cl)cc3)c2C)no1	12	-3.4	10	-5	-2	-2	/	/	0.6
Oc1cccc(-c2sc3ccccc3c2-c2ccc(OCCN3CCCCC3)cc2)c1	/	/	1	-7	-6	/	/	/	0.5
CC1(C(=O)Nc2ccccc2)Cc2c(-c3cccc(C(F)(F)F)c3)ccnc2O1 (configuration not stated)	2	-1.7	-5	4	-5	-2	/	-0.9	0.2

Continuation.
SMILES	GDH-TPI inh	FadD28 binding	PrPC TRFRET	CCHFV vOTU inh	BoNT F protease	Mtb FBA inh	UGM FP inh	Mtb BioA inh	BoNT-A LC inh2
C=CCCN(Cc1ccccc1)S(=O)(=O)c1cc(Br)ccc1Br	2	-2.3	2	1	-3	2	-1.7	-1.1	0.0
O=C(O)CCCC(=O)N1CCN(c2nc(-c3ccccc3)c3ccccc3n2)CC1	-5	-2.5	5	-20	-3	11	-1.5	-0.1	0.3
COc1ccc(-c2ccc(SCC(=O)N3CC(=O)Nc4ccccc43)nn2)cc1	-9	-5.3	-3	-4	1	-5	2.1	2.9	-1.1
CCCCNc1nc(N)nc(-c2cc(Cl)ccc2O)n1	14	-0.8	10	1	1	4	-0.1	/	0.6
O=C1Nc2cc(C(=O)N3CCOCC3)ccc2SC1N1CCOCC1 (configuration not stated)	-1	-0.3	-3	6	-12	-3	0.5	/	-1.0
COc1ccc(-c2sc3cc4c(cc3c2C#CCO)OCO4)cc1	3	3.6	-6	-10	-3	10	1.6	-0.3	0.7
Cc1cc(C)n(C(C)CC(=O)Nc2ccc3c(c2)OCO3)n1 (configuration not stated)	-2	-1.5	0	11	5	1	-1.3	0.3	0.8
CC(C)CN(CC(C)C)C(=O)COc1ccccc1C(N)=O	1	-0.8	4	-12	1	5	-2.2	/	-1.1
O=S(=O)(Nc1nc2cc3c(cc2nc1Cl)OCCO3)c1ccccc1	3	-2.9	-3	-35	-5	48*	-1.8	/	-0.1
COC(=O)c1ccccc1NC(=O)Nc1ccc(Br)cn1	5	-0.3	9	-4	-3	6	-1.0	5.3	-1.8
O=C(NC1CCCCCC1)C1CCCN(S(=O)(=O)c2cccs2)C1 (configuration not stated)	-2	0.3	4	-1	-16	0	1.6	-0.5	-1.2
CC(C)(Cl)[N+](=O)[O-]	-10	-3.7	-5	-5	-10	1	0.5	-0.1	-1.0
CCCn1cnc2cc(NCc3ccccn3)ccc21	-12	-0.2	-1	5	-9	4	0.0	1.8	-1.0
O=C(CC[C@H]1O[C@@H](n2cnc3c(NC(=O)c4ccccc4)ncnc32)[C@H](O)[C@@H]1O)NCCCN1CCOCC1	/	-2.1	3	0	-10	-2	/	0.4	-0.5
O=C1c2ccccc2C(Nc2ccc3c(c2)OCCO3)N1Cc1ccccc1 (configuration not stated)	0	-0.7	/	/	-4	-1	0.6	0.8	-0.7

Part of the list above, showing only BoNT-A LC inh2 and BoNT F protease:
smiles	BoNT-A LC inh2	BoNT F protease
C=CCCN(Cc1ccccc1)S(=O)(=O)c1cc(Br)ccc1Br	0.0	-3
O=C(O)CCCC(=O)N1CCN(c2nc(-c3ccccc3)c3ccccc3n2)CC1	0.3	-3
COc1ccc(-c2ccc(SCC(=O)N3CC(=O)Nc4ccccc43)nn2)cc1	-1.1	1

(more compounds)
SMILES	GDH-TPI inh	FadD28 binding	PrPC TRFRET	CCHFV vOTU inh	BoNT F protease	Mtb FBA inh	UGM FP inh	Mtb BioA inh	BoNT-A LC inh2
CC(=O)c1cccc(OCC(=O)OCC(=O)Nc2cc(S(=O)(=O)N3CCCCC3)ccc2C)c1	5	-0.8	5	-10	-2	3	3.9	3.5	-0.5
CCCCOc1ccc(N(CC(=O)NCCOC)C(=O)CCC(=O)Nc2ccccn2)cc1	7	-0.2	-5	-9	-8	0	5.4	-0.3	2.2
CN1CCC(N2CCN(C3CN(C4CCCCC4)S(=O)(=O)C3)CC2)CC1 (configuration not stated)	/	-1.7	-6	-3	2	1	/	-0.3	0.7
CC(C)Cn1c(SC(C)C(=O)NC2CC2)nnc1-c1ccccc1F (configuration not stated)	7	-0.8	1	-12	-2	2	-2.6	0.6	-0.5
CCN1C(=O)[C@@H]2[C@@H](c3ccc(SC4CCCCC4)c(OC)c3)N3CCC[C@@]3(C(=O)OC)[C@@H]2C1=O	-2	-1.4	-2	0	-5	-1	0.1	-2.0	-0.3
Cc1cc(C(=O)OCC(=O)Nc2ccccc2C)c(C)o1	0	0.0	0	5	8	0	3.5	-1.6	0.4
COc1ccc(S(=O)(=O)NNC(=O)c2sccc2-n2cccc2)cc1	-9	-2.9	3	-2	1	2	0.7	0.5	1.4
CCCCn1c(N)c(N(CCOC)C(=O)C2CC(=O)N(Cc3ccc(C)cc3)C2)c(=O)[nH]c1=O (configuration not stated)	8	0.5	-7	16	-1	1	0.5	-0.1	2.0
O=C(COc1ccccc1[N+](=O)[O-])NC1CC1	4	-1.0	-3	0	-6	0	-0.9	0.1	-0.5
COc1cc(C(=O)N2CCN(C3CCCCC3)CC2)cc(OC)c1OC	-3	-4.0	3	-7	12	-3	1.6	-0.8	-0.2
COc1ccc(NC(=O)CN(C2CCCCC2)S(C)(=O)=O)cc1Cl	-11	-16	1	2	-5	1	1.7	-1.2	-2.7
CN1CCN2c3ccccc3CC3(C(=O)N(C)C(=O)N(C)C3=O)C2C1 (configuration not stated)	4	-1.1	-5	-4	?	1	2.0	/	?
O=c1c2[nH]c3cccc(Cl)c3c2ncn1Cc1ccncc1	16	-6.4	-2	4	-3	-1	1.6	0.8	0.2
CC(=O)NCc1ccc(S(=O)(=O)N/N=C/c2ccc(Br)cc2)cc1	3	-1.8	8	-4	-1	1	1.6	/	-0.6
O=C(CCCNS(=O)(=O)c1cccc2nsnc12)NCc1ccc(Cl)cc1	12	-1.9	-30	-5	10	14	-1.8	3.9	0.5
O=C(c1ccc(Cl)cc1)C1C2C(=O)N(c3ccccc3)C(=O)C2C2CCCN21 (configuration not stated)	5	-3.0	10	3	10	1	/	-2.2	1.0
COn1c2c(c3c4nonc4ccc31)CCCC2	6	-1.9	-5	0	-19	6	1.9	23	-1.0
Cc1ccsc1C(=O)C1CCCN(Cc2cnn(C(C)C)c2)C1 (configuration not stated)	-3	0.7	-3	-1	-5	-2	-0.3	0.3	-0.9
O=C(NCc1ccc(Cl)cc1)C1CCN(C(=O)Cc2ccccc2)CC1	3	-0.4	10	0	2	0	1.5	1.2	0.1
N=Nc1c(O)n(CC(=O)Nc2ccccc2)c2ccccc12	7	-1.0	-18	3	10	0	4.3	2.4	-3.0
